A549 viability – kills or reduces viability of A549 cells in Nrf2 counter-screen | A549 ARE-Fluc cells, CellTiter-Fluor viability, 18-24 h | Potency, µM (titrated, usually from 46 µM), for inactives: top-dose activity change, negative = cytotoxicity, hits mostly inhibitors | 390,000 tested, 0.16% active | AID 504648; note: potency is the fitted concentration of half-maximal effect; % is set by controls: 0 for no effect and ±100 for the full control effect
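Cytotoxicity counterscreen: CellTiter-Fluor fluorescence was measured in A549 ARE_Fluc cells after 18-24 h of compound exposure in a concentration series. The subsequent BugLite luminescent read reports ARE-luciferase activity.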
EPAC2 agonist – activates human EPAC2 exchange factor. Potency, µM (doses to about 154 µM), without a hit: top-dose activation, actives largely listed as activators. AID 720711. Q8WZA2. EPAC2 activation, biochemical qHTS; response scale: 100% = 6.5 mM cAMP response. 360,000 tested, 0.079% active; note: potency is the fitted concentration of half-maximal effect; nearly all actives have a fitted effect of over 50% in size
Target sequence (Q8WZA2 whole entry, looked up): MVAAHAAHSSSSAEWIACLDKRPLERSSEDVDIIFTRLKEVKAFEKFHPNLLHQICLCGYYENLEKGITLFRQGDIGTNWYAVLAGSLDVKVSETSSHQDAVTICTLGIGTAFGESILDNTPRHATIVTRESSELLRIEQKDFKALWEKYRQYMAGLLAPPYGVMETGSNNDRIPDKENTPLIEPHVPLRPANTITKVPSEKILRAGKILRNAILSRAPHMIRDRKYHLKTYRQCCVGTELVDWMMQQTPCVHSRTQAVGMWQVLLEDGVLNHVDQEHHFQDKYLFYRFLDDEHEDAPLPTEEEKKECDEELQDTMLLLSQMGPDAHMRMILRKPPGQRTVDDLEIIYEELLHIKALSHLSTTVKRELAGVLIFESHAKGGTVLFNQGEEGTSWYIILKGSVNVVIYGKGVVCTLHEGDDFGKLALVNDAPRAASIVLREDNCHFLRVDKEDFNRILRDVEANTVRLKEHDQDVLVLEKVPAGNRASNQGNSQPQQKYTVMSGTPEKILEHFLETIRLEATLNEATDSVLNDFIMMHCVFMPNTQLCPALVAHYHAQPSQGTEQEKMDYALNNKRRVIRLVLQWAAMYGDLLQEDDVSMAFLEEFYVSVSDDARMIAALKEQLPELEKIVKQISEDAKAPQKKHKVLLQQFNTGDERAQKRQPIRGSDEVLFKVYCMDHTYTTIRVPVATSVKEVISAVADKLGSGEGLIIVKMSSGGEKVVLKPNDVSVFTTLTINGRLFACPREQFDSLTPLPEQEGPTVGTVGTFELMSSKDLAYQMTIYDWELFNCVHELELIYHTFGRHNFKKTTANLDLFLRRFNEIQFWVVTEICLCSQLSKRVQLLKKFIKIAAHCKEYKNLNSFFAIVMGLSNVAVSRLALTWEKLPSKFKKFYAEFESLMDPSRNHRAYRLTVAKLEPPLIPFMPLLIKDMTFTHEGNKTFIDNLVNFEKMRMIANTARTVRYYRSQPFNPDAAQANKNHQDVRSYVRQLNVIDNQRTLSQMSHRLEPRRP
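Setup: EPAC2 100 nM, labeled Rap1B complex 250 nM, free GDP 50 uM. Compound titrations pinned in, brief spin, 5 min room temperature incubation. Kinetic fluorescence read over 30 min, normalized to 6.5 mM cAMP.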
IL2 activator – activates IL-2 in a cell-based reporter assay; activation, % (series mostly up to about 46 µM); 360,000 tested, 0.065% active; IL-2 activation reporter assay, cell-based qHTS; stimulated with anti-CD3/CD4/CD28 beads; in transgenic mouse T cells; in the data active = activation above about 50%; inconclusive = mostly about 30% to 49%; note: 0% is about no effect
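Unstimulated transgenic mouse T cells; 60-min compound exposure; bead-based TCR/CD4/CD28 stimulation; 18 h culture, 37 degrees C; dual fluorescence (EGFP, DsRed) plate cytometry.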
HepG2 tox – HepG2 cytotoxicity, counter-screen for TGF-b inhibitors; 410,000 tested, 0.76% active; HepG2 CAGA-GFP viability, ATP luminescence, 18 h; Potency, µM (highest dose often 46.1 µM), inactives show at the highest dose activity change, negative = cytotoxicity, usual class: cytotoxic; note: potency is the fitted concentration of half-maximal effect; some results filed as inactive show a strong effect at the top dose
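CellTiter-Glo luminescence gave cytotoxicity after 18 hours at 37 degrees C. The cells were HepG2 CAGA-GFP in 1% FBS DMEM, stimulated with 500 pg/mL TGF-beta after compound addition. %Activity was normalised to no-cell wells (complete cell-killing) and DMSO (no toxicity), and curves were fitted and classified.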
Nrf2 inh – inhibitors of Nrf2 signaling; A549 ARE-Fluc reporter, luciferase luminescence, 18-24 h; Potency, µM (series often up to 46 µM), without a hit: top-dose activity change, negative = inhibition, most hits filed as inhibitors; 360,000 tested, 2.1% active; AID 504444; note: potency is the fitted concentration of half-maximal effect; % is set by controls: 0 for no effect and ±100 for the full control effect; nearly all actives have a fitted effect of over 60% in size
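Quantitative HTS in A549 cells stably bearing an antioxidant response element-firefly luciferase construct. Inhibition of Nrf2-driven transcription was scored by luminescence after 18-24 h of compound exposure at 37 °C.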
ATXN2 expr inh – ATXN2 expression inhibition; Potency, µM (doses to about 57 µM), without a hit: top-dose activity change, negative = inhibition, usual class: inhibitors; 360,000 tested, 0.72% active; AID 1745845; HEK-293 ATXN2-luciferase reporter, luminescence, 24 h; note: potency is the fitted concentration of half-maximal effect; % is set by controls: 0 for no effect and ±100 for the full control effect; nearly all actives have a fitted effect of over 55% in size
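qHTS (up to 57 uM final) was run with 24 h compound exposure of reporter cells at 37 °C. Each well was multiplexed: SteadyGlo luminescence measured ATXN2-luciferase expression after a fluorogenic Gly-Phe-AFC viability readout (25 uM final).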
Nrf2 ARE act – activates Nrf2 signaling | AID 624171 | 410,000 tested, 0.31% active | Potency, µM (titrated, usually from 46.1 µM), inactives show at the highest dose activation, hits mostly activators | AREc32 ARE-luciferase reporter (MCF7-derived line), luminescence, 24 h; note: potency is the fitted concentration of half-maximal effect; % of control where 0% means no effect; nearly all actives have a fitted effect of over 65% in size
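AREc32 cells carrying an ARE-driven firefly luciferase, 1000 cells/well in OPTI-MEM with 5% FBS, dosed after overnight attachment and incubated 24 hr at 37 deg C. Steady-Glo luminescence read after 30 min at RT.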
ATXN viability – viability counter-screen for ATXN expression inhibitors; S2 cells (HEK-293 line with an ATXN2-luciferase reporter) viability, CellTiter-Fluor protease fluorescence, 24 h; Potency, µM (doses to about 56.7 µM), hits mostly cytotoxic; 400,000 tested, 0.49% active; AID 651635; note: potency is the fitted concentration of half-maximal effect; nearly all actives have a fitted effect of over 40% in size
TGFb inhibitor – blocks TGF-b signaling | HepG2 CAGA-GFP TGF-b/SMAD3 reporter, GFP fluorescence, 18 h; TGF-beta stimulated, 500 pg/mL final | Potency, µM (series often up to 46.1 µM), for the others: at the top dose activity, negative = inhibition, hits mostly inhibitors | AID 588855 | 410,000 tested, 1.2% active; note: potency is the fitted concentration of half-maximal effect; % is set by controls: 0 for no effect and ±100 for the full control effect; nearly all actives have a fitted effect of over 65% in size
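HEPG2 CAGA-GFP cells (1000/well, DMEM with 1% FBS) were pre-incubated 2 h at 37 degrees C, given compound by pin tool, then stimulated with TGF-beta at 500 pg/mL final for 18 h before per-cell GFP fluorescence imaging.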
An asterisk follows results filed as active; i = inactive; ? = inconclusive; . = not tested or not shown; [ ] = remark or other dose. Unless noted, calls come from the whole dose curve; as a rule, active = well fitted curve in the direction sought with a large enough effect; inconclusive = small, poorly fitted or top-dose-only effect, or another doubt; inactive = no such curve, though single readings can be large; an effect the other way counts as inactive or inconclusive.

canonical_smiles | ATXN2 expr inh | IL2 activator | Nrf2 inh | Nrf2 ARE act | A549 viability | TGFb inhibitor | EPAC2 agonist | ATXN viability | HepG2 tox
Cc1noc(NS(=O)(=O)c2ccc(NC(=O)C(Cl)(Cl)Cl)cc2)c1C | 6% | 1.0 | -2% | -0.6% | -10% | 16% | -3% | i | 2%
COc1cc([N+](=O)[O-])cc(/C=N/NC(=O)c2cccnc2)c1O | . | 0.6 | ? | -0.5% | -21% | -25% | 4% | i | -33%
COc1ccc(NC(=O)COc2nsnc2N2CCOCC2)cc1 | -10% | -4.3 | 3% | -0.2% | 8% | -25% | 5% | i | -28%
O=C(CSc1nc2ccccc2nc1Cc1ccccc1)Nc1ccc2c(c1)OCO2 | . | . | . | -1.3% | -6% | 11% | . | . | 4%
COC(=O)CSc1nnc(Cc2cc(=O)[nH]c(=O)[nH]2)n1-c1cccc(OC)c1 | 0% | -0.3 | 22% | -0.1% | -3% | -14% | 7% | i | -9%
O=C(CNC(=S)N(Cc1ccc(F)cc1)C1CCCCC1)NCCN1CCOCC1 | -1% | -1.3 | -6% | -0.3% | 1% | -2% | -5% | i | 17%
COc1ccccc1NC(=O)Nc1ccccc1N1CCOCC1 | 27% | 1.3 | -23% | -1.1% | -10% | -2% | 5% | i | -9%
Cc1ccc(NC(=O)c2c(C(F)(F)F)nn(C)c2SCc2ccc(Cl)cc2)cc1C | -19% | -3.5 | ? | 4.0% | -22% | ? | -1% | i | -1%
COc1ccc(NC(=O)C2CCN(S(C)(=O)=O)CC2)cc1OC | -19% | 0.1 | -1% | -1.0% | -5% | -5% | 10% | i | -4%
O=C(c1cccc(F)c1)N1CCN(Cc2cccc(Br)c2)CC1 | . | 1.1 | -10% | 0.3% | 0% | -20% | -4% | ? | -23%
CCc1cc(-c2n[nH]c(C)c2-c2ccccc2Cl)c(O)cc1OC | ? | -4.2 | ? | 0.2% | 2% | ? | -6% | ? | -74%
Cc1ccc(CS(=O)(=O)Cc2ccc(C(=O)NCCc3ccccc3)o2)cc1 | 9% | -1.5 | -27% | -0.1% | -14% | 1% | 1% | i | -3%
COc1c(O)cc2oc(-c3ccc(O)cc3)cc(=O)c2c1O | 17% | -0.1 | 5% | 5.0% | -15% | -13% | 4% | ? | -17%
O=C(CSc1nn(-c2ccc(Cl)cc2)c(=S)s1)NCC1CCCO1 (stereo not given) | . | 0.2 | 2% | 0.1% | -5% | 7% | -1% | i | 4%
O=C(c1ccc(Cl)s1)N1CCc2ccccc21 | 97%[activator] | -2.6 | . | ? | -5% | ? | 5% | i | 6%
COc1ccc2cc(S(=O)(=O)c3ccccc3F)c(=O)oc2c1 | ? | . | 10% | ? | -9% | -55% | . | i | 2%
CC(=O)N/C(=C\c1cccc([N+](=O)[O-])c1)C(=O)NC(C)C | -3% | -0.6 | 0% | 3.7% | -1% | 4% | 3% | i | -2%
COc1ccc2nc(N(Cc3cccnc3)C(=O)C3COc4ccccc4O3)sc2c1 (stereo not given) | . | . | . | 5.3% | -7% | -14% | . | . | -31%
NC(=O)CN1CCCC1c1ccc2c(c1)OCCO2 (stereo not given) | 5% | -3.3 | 12% | -0.1% | 0% | -4% | 3% | i | 5%
O=C(COC(=O)c1ccc([N+](=O)[O-])o1)Nc1ncc(Cl)cc1Cl | -9% | -1.4 | 15% | 21% | -3% | 0% | 2% | ? | -1%
Cc1nc(C(=O)NC2CC2)sc1C1(C)CC(c2ccccc2)=NO1 (stereo not given) | 14% | -0.8 | 4% | 3.1% | -2% | 4% | -1% | i | -39%
COc1ccc(-n2c(C)cc(C(=O)COC(=O)Cc3n[nH]c(=O)c4ccccc34)c2C)cc1 | -20% | -1.9 | -23% | 2.8% | 1% | -6% | 5% | i | -8%
CC1C(=O)N(S(=O)(=O)c2ccc([N+](=O)[O-])cc2)[C@H]1c1ccc2ccccc2c1 (stereo not given in full) | . | . | 6% | . | 7% | 2% | . | . | 2%
FC(F)(F)c1ccccc1-c1nc(-c2ccncc2)no1 | 17% | -3.6 | 20% | -0.4% | -4% | -3% | 2% | i | -15%
O=C(c1ccc(N2CCOCC2)nc1)N1CCOCC1 | 5% | 0.6 | 7% | -0.3% | 2% | 9% | 3% | i | 2%
CC(C)Cn1c(O)c(/C=C2\C=NN=C2c2ccccc2)sc1=S | ? | -1.3 | ? | -0.2% | ? | ? | -10% | . | -84%
Cc1ccc(NC2CC(C)NC(=S)N2)cc1 (stereo not given) | 5% | 0.4 | 5% | -0.1% | -2% | 0% | 3% | i | 17%
O=C1CCCC2=C1C1(CCCC1)N=C(Nc1nc3ccccc3s1)N2 | -19% | -2.1 | -8% | -0.5% | -13%[1.84 µM] | 33% | -30%[inhibitor] | i | -4%
CCN1CCN(c2cc(C)c3cc(NC(=O)c4cc(Br)ccc4Cl)ccc3n2)CC1 | ? | . | 10%[9.27 µM] | 0.3% | -1% | ? | . | . | 10µM*
CCn1c(SCC(=O)NC2CCCCC2)nc2ccccc2c1=O | 3% | -2.4 | 10% | -0.4% | -4% | 5% | -1% | i | 23%

(listing goes on)
canonical_smiles | ATXN2 expr inh | IL2 activator | Nrf2 inh | Nrf2 ARE act | A549 viability | TGFb inhibitor | EPAC2 agonist | ATXN viability | HepG2 tox
COc1ccc(C2=NS(=O)(=O)N(C)C(C(=O)Nc3ccc4c(c3)OCO4)=C2)cc1OC | -37% | -5.0 | ? | 2.7% | -19% | -29% | 15% | ? | -12%
CCOC(=O)Cn1c(=O)c2c(nc3n2CCN3Cc2ccccc2)n(C)c1=O | 2% | -0.2 | -3% | 0.1% | -1% | -1% | -29% | i | 13%
COC(=O)[C@]12CCCCC=C1N(Cc1ccco1)C(=O)[C@H](CC(=O)N1CCCCC1)C2 | 2% | 0.7 | . | 0.4% | . | . | 7% | i | .
COc1ccc2c(c1)C1(C)CC(C)(C)N2C(=O)N1c1ccccc1 (stereo not given) | 6% | 7.7 | ? | 0.5% | -6% | -8% | -1% | i | 4%
CC(O)(CS(=O)(=O)Cc1ccccc1)C(=O)Nc1cccc(C(F)(F)F)c1 (stereo not given) | -12% | 0.4 | -19% | -1.2% | -8% | 11% | -4% | i | -15%
Cc1ccc2oc(-c3cccc(NC(=O)c4cc(-n5cnnc5)ccc4Cl)c3)nc2c1 | ? | -1.3 | ? | 16% | ? | -6% | -14% | ? | -62%
CCOc1nc(N=C(N)N)nc2c(C)cccc12 | ? | -1.2 | 33% | 7.5% | -8% | 7.9µM* | 9% | ? | -22%
CCOc1ccccc1OC(=O)c1ccco1 | -5% | 0.7 | -13% | -0.1% | 7% | 11% | 7% | i | -7%
CC(=O)c1cc(C(=O)N2CCCC(C(=O)c3ccc(Cl)cc3)C2)cs1 (stereo not given) | -4% | -4.4 | 4% | 8.1% | 3% | -4% | 4% | i | -3%
CCc1nn(CC(=O)N2CCN(c3ccc(OC)cc3)CC2)c(=O)c2cc3sccc3n12 | . | . | -6% | -0.4% | 3% | ? | . | . | -10%
O=C(NCc1ccccc1Cl)c1cc2c(s1)-c1ccccc1SC2 | . | . | 4% | 3.6% | 0% | . | . | . | -10%
O=[N+]([O-])c1cccc(C(=NCc2ccccc2)NO)c1 | 22% | -0.7 | -2% | ? | 1% | 4% | 5% | i | 7%
CCN(C(=O)Cc1c(C(=O)O)n(CC)c2ccccc12)c1ccccc1C | . | -0.6 | -3% | -0.4% | -6% | -3% | -1% | . | -42%
CCOc1ccc(CCNC(=O)COC(=O)c2ccc(Cl)nc2)cc1OCC | -6% | -0.4 | 3% | 0.2% | 1% | -7% | 6% | i | -24%
COc1ccccc1/C=C/C(=O)Nc1cccc(C(C)=O)c1 | . | -2.6 | -15% | 5.6% | 0% | 17% | 16% | i | 0%
Cc1cccc(C)c1NC(=O)CN(C)C(=O)c1ccc2nc[nH]c2c1 | -11% | -0.7 | -3% | 0.2% | -3% | -3% | 3% | i | -6%
COc1ccc(CCN2C(=O)C3C4C=CC(C5CC45)C3C2=O)cc1OC (stereo not given) | -17% | 1.1 | -14% | -0.6% | -8% | 10% | 10% | i | -19%
Cc1ccc(NC(=O)c2ccc(CNS(=O)(=O)c3cccc(C(F)(F)F)c3)cc2)cc1 | -7% | 2.2 | . | 0.1% | -2% | -4% | 4% | i | 10%
COc1cc(Br)cc2cc(C(=O)N3CCN(c4ccccn4)CC3)c(=O)oc12 | 1% | 0.3 | -8% | -0.1% | 4% | ? | 2% | i | 0%
CC1(CCc2ccc3c(c2)OCO3)NCCc2c1[nH]c1ccccc21 (stereo not given) | . | 0.2 | 8% | -2.9% | -1% | ? | 1% | ? | -103%
COc1cc(-c2nnc(SCC(=O)Nc3ccc4c(c3)OCCO4)o2)cc(OC)c1OC | 10% | -0.8 | 17% | 0.1% | . | -2% | 6% | ? | -17%
Cc1ccc(C)c(S(=O)(=O)NCC(c2ccc(N(C)C)cc2)N2CCOCC2)c1 (stereo not given) | . | . | . | 0.6% | 9% | -31% | . | . | -7%
CC(=O)N=C1SC2CS(=O)(=O)CC2N1c1c(Cl)cccc1Cl (stereo not given) | -14% | -4.9 | . | -0.5% | 9% | 6% | 0% | i | -5%
O=c1[nH]ncc(N2CCCCCC2)c1Cl | 12% | 0.2 | 0% | 0.3% | -12% | 8% | 6% | i | -3%
COCCCn1c(=O)c2sccc2n(Cc2cccc(F)c2)c1=O | -5% | 3.0 | -1% | -0.5% | 5% | 0% | 6% | i | 12%
CCC(C)NC(=O)COc1ccc(Br)c(C)c1 (stereo not given) | 5% | -2.0 | 6% | 0.3% | -15% | -12% | 7% | i | 4%
Clc1ccccc1-c1nnc(-c2ccccc2CNc2ccc(Br)cc2)o1 | 20% | . | ? | 22% | 0% | -34% | . | i | 5%

An unsorted share of the library. Share with any hit: about 4.3%.
